Compound activity as filed in PubChem.
Giardia FBPA inh – blocks Giardia fructose-bisphosphate aldolase activity | purified Giardia FBPA | A8B2U2 | Potency, µM (highest dose often 59.6 µM), for inactives: at the top dose activity, negative = inhibition, actives largely listed as inhibitors | AID 2451 | hit rate 0.71% among 290,000; active = well fitted inhibition curve with a large enough effect; inconclusive = small, poorly fitted or top-dose-only effect, or effect the other way; note: nearly all actives have a fitted effect of over 55% in size
Target sequence (A8B2U2 whole entry, looked up): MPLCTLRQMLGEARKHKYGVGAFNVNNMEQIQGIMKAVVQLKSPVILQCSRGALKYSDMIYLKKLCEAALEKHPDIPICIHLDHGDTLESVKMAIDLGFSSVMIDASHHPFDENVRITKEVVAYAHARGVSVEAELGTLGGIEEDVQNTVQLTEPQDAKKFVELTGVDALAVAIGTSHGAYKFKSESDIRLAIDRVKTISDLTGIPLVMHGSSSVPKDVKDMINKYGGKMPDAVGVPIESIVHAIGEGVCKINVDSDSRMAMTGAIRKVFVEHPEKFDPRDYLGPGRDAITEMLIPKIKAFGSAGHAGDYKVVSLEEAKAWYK
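Giardia FBPA (40 nM reagent) was preincubated 10 min at RT with compound (up to 57.5 uM final), then substrate plus GAPDH/TPI/NAD/arsenate coupling system with diaphorase/resazurin was added; resorufin fluorescence (525/598 nm) was read after 20 min.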
An asterisk follows results filed as active; u = inconclusive; & = joins results of further samples; [ ] = another dose, or the depositor's remark. % is set by controls: 0 for no effect and ±100 for the full control effect; potency is the fitted concentration of half-maximal effect. Some of the compounds tested (hit frequency here may not be typical).

The first 24 compounds as a preview:
SMILES | Giardia FBPA inh
COc1cccc([C@H]2Oc3ccc(OC)cc3/C(=N\O[C@@H]3O[C@H](COC(C)=O)[C@H](OC(C)=O)[C@H](OC(C)=O)[C@H]3OC(C)=O)[C@@H]2O)c1 | 0%[12.9 µM]
C[C@@]12C(=O)OC(=O)[C@@]1(C)C1CCC2O1 | -4%
CC[C@@H](c1ccccc1)n1c(=O)n2n(c1=O)[C@H]1[C@H](O)[C@H]3O[C@H]3C(=O)[C@H]1CC2 | -3%[12.9 µM]
CC(=O)N1CC=CC1(CC(C)C)C(=O)NCc1ccc(C)o1 (centres undefined) | -1%
OC1c2ccccc2-c2nc3ccccc3cc21 (centres undefined) | -20%
CC(=O)c1ccc[nH]1 | 4%
COc1ccccc1CNc1nc(-c2ccccc2CN(C)C)nc2ccccc12 | 1%
N#CCCn1c(=O)cnc2cnc(N3CCNCC3)nc21 | 0%
COc1cccc(Cn2c(=O)c(-c3cccs3)nc3cncnc32)c1 | 4%
N#Cc1cccc(-c2nccc(NCc3cccs3)n2)c1 | 1%
COCC(=O)N1CCC2(CC1)CN(c1ccccn1)C2 | -7%
COc1ccc2c(c1)C(=O)[C@H](OC(=O)Nc1ccc(OC(F)F)cc1)[C@@H](c1ccc(OC)c(Br)c1)O2 | 0%
CN(C)c1cc(-c2cccc(NS(C)(=O)=O)c2)ncn1 | -12%
O=C(c1ccc(F)cc1)C1CCN(CCCCc2ccccc2)CC1 | -28%
Cc1noc(C)c1-c1ccc2ncnc(N3CCC(C(=O)O)CC3)c2c1 | 4%
O=C(O)c1nn(Cc2ccc(Cl)c(Cl)c2)c2ccccc12 | 0%
C=C1CCC(OC(C)=O)/C(C)=C/CC2[C@H]1CC2(C)C (some centres undefined) | -2%
CCCCC[C@H](O)/C=C/C=C\C/C=C\C=C\[C@@H](O)CCCC(=O)O | 5%
NC(N)=Nc1ccc2[nH]c3c(c2c1)C[C@]1(O)[C@@H]2Cc4ccc(O)c5c4[C@]1(CCN2CC1CC1)[C@@H]3O5 | -6%
CCCC[C@@H]1CN2[C@H](c3ccc(Br)cc3)[C@H](C)CC[C@H]2C(=O)O1 | -1%[12.9 µM]
O=C(NC(=O)c1c(F)cccc1F)Nc1ccc(Cl)cc1 | 1%
O=S(=O)(c1ccccc1)N1CCC2(CCN(c3ncccn3)CC2)CC1 | 0%
CCNc1ncc2ncc(=O)n(Cc3cccc(OC)c3)c2n1 | -2%
COC(=O)[C@@]1(Cc2ccc(OC)cc2)[C@H]2c3cc(C(=O)N(C)C)n(Cc4cccc5ccccc45)c3C[C@H]2CN1C(=O)c1ccccc1 | -5%

Results, previewed entries included:
SMILES | Giardia FBPA inh
COc1cccc([C@H]2Oc3ccc(OC)cc3/C(=N\O[C@@H]3O[C@H](COC(C)=O)[C@H](OC(C)=O)[C@H](OC(C)=O)[C@H]3OC(C)=O)[C@@H]2O)c1 | 0%[12.9 µM]
C[C@@]12C(=O)OC(=O)[C@@]1(C)C1CCC2O1 | -4%
CC[C@@H](c1ccccc1)n1c(=O)n2n(c1=O)[C@H]1[C@H](O)[C@H]3O[C@H]3C(=O)[C@H]1CC2 | -3%[12.9 µM]
CC(=O)N1CC=CC1(CC(C)C)C(=O)NCc1ccc(C)o1 (centres undefined) | -1%
OC1c2ccccc2-c2nc3ccccc3cc21 (centres undefined) | -20%
CC(=O)c1ccc[nH]1 | 4%
COc1ccccc1CNc1nc(-c2ccccc2CN(C)C)nc2ccccc12 | 1%
N#CCCn1c(=O)cnc2cnc(N3CCNCC3)nc21 | 0%
COc1cccc(Cn2c(=O)c(-c3cccs3)nc3cncnc32)c1 | 4%
N#Cc1cccc(-c2nccc(NCc3cccs3)n2)c1 | 1%
COCC(=O)N1CCC2(CC1)CN(c1ccccn1)C2 | -7%
COc1ccc2c(c1)C(=O)[C@H](OC(=O)Nc1ccc(OC(F)F)cc1)[C@@H](c1ccc(OC)c(Br)c1)O2 | 0%
CN(C)c1cc(-c2cccc(NS(C)(=O)=O)c2)ncn1 | -12%
O=C(c1ccc(F)cc1)C1CCN(CCCCc2ccccc2)CC1 | -28%
Cc1noc(C)c1-c1ccc2ncnc(N3CCC(C(=O)O)CC3)c2c1 | 4%
O=C(O)c1nn(Cc2ccc(Cl)c(Cl)c2)c2ccccc12 | 0%
C=C1CCC(OC(C)=O)/C(C)=C/CC2[C@H]1CC2(C)C (some centres undefined) | -2%
CCCCC[C@H](O)/C=C/C=C\C/C=C\C=C\[C@@H](O)CCCC(=O)O | 5%
NC(N)=Nc1ccc2[nH]c3c(c2c1)C[C@]1(O)[C@@H]2Cc4ccc(O)c5c4[C@]1(CCN2CC1CC1)[C@@H]3O5 | -6%
CCCC[C@@H]1CN2[C@H](c3ccc(Br)cc3)[C@H](C)CC[C@H]2C(=O)O1 | -1%[12.9 µM]
O=C(NC(=O)c1c(F)cccc1F)Nc1ccc(Cl)cc1 | 1%
O=S(=O)(c1ccccc1)N1CCC2(CCN(c3ncccn3)CC2)CC1 | 0%
CCNc1ncc2ncc(=O)n(Cc3cccc(OC)c3)c2n1 | -2%
COC(=O)[C@@]1(Cc2ccc(OC)cc2)[C@H]2c3cc(C(=O)N(C)C)n(Cc4cccc5ccccc45)c3C[C@H]2CN1C(=O)c1ccccc1 | -5%
COC(=O)N1CCC2(CCCN(Cc3ccccc3OC)C2)CC1 | 5%
CN1CC[C@@]2(CCCN(C(=O)c3csnn3)C2)C1 | -17%
COc1ccc(OC2C=CC(c3ccccc3)OC2CO)c(C(C)(C)C)c1 (centres undefined) | -3%[12.9 µM]
N[C@@H](C(=O)O)c1cc(O)ccc1Cl | 0%
Cc1ccc(CNC(=O)C2(CC(C)C)C=CCN2C(=O)c2ccccc2)o1 (centres undefined) | -14%
CC(=O)Nc1ccc(C2C(C)CCC3C(=O)N4C(CCC(C)[C@@H]4c4ccc(NC(C)=O)cc4)C(=O)N32)cc1 (some centres undefined) | 1%[12.9 µM]
COc1cccc(/C=C/C(=O)O)c1C(C)C | 29%
COC(=O)C12CC3(CCC4C5C(C(OCc6ccccc6)C41)C52)OCCO3 (centres undefined) | 3%[12.9 µM]
CC(C)CN1CC[C@@]2(CCCN(C(=O)c3cnccn3)C2)C1 | -8%
CC1(C)[C@@H](O)CC[C@]2(C)C3C(=O)C=C4C5C[C@@](C)(C(=O)O)CC[C@]5(C)CC[C@@]4(C)[C@]3(C)CC[C@@H]12 (some centres undefined) | u
Cc1ccccc1-c1nc(N2CCN(C)CC2)c2ccccc2n1 | -5%
CS(=O)(=O)N1CCC2(CC1)CN(c1ccc(-c3ccccc3)cc1)C2 | 1%
COc1ccc(CNc2nc(-c3ccc4c(c3)OCO4)nc3ccccc23)c(OC)c1 | -1%
COc1cccc(Cn2c(=O)c(-c3cc(F)cc(F)c3)nc3cnc(OC)nc32)c1 | -6%
c1ccc(-c2cccc(N3CCC4(CCNCC4)CC3)c2)cc1 | 10%
COc1ccc2c(c1)O[C@@H](c1cccc(C(F)(F)F)c1)[C@H](OC(=O)NC1CCCC1)C2=O | 1%

In the list so far, two contain an NH in an aromatic ring:
SMILES | Giardia FBPA inh
CC(=O)c1ccc[nH]1 | 4%
NC(N)=Nc1ccc2[nH]c3c(c2c1)C[C@]1(O)[C@@H]2Cc4ccc(O)c5c4[C@]1(CCN2CC1CC1)[C@@H]3O5 | -6%

Next section:
SMILES | Giardia FBPA inh
NC[C@H](CP(=O)(O)O)c1ccc(Cl)cc1 | 9%
COc1ccc(C(=O)N2CCC3(CCN(Cc4nccs4)CC3)CC2)cc1 | 8%
COCC(=O)N1CCC2(CCCN(C(=O)Nc3ccccc3)C2)CC1 | 10%
COc1ncc2nc(-c3ccc(F)cc3)c(=O)n(CCc3ccccc3)c2n1 | 4%
CCCCOC(=O)c1cc2c(cn1)[nH]c1ccccc12 | -8%
CN(C)C(=O)c1ccc(-c2nc(N(C)Cc3ccco3)c3ccccc3n2)cc1 | -7%
CC[C@@H](c1ccccc1)n1c(=O)n2n(c1=O)[C@H]1[C@H](O)[C@H]3O[C@@H]3/C(=N/OC/C=C(\C)CCC=C(C)C)[C@@H]1CC2 | 0%[12.9 µM]
CCOC(=O)C(C(=O)c1ccccc1)[C@H](CCc1ccccc1)NC(=O)OC (some centres undefined) | 3%
COc1c(O)cc2c(=O)oc3c(OC)c(O)cc4c(=O)oc1c2c34 | -22%
CN(C)C(=O)c1ccc(-c2cncnc2N2CCNCC2)cc1 | -9%
COc1ccc(-n2c(=O)c(-c3cccc(C#N)c3)nc3cnc(N4CCNCC4)nc32)cc1 | 1%
C#C[C@]1(OC(C)=O)CCC2C3CCC4=CC(=O)CCC4C3CC[C@]21C (some centres undefined) | 5%
CO[C@@H]1COC(=O)CCC[C@@H](C)[C@H](OC)COC(=O)CCC[C@H]1C | -5%[12.9 µM]
CNc1ncnc2ccc(-c3ccccc3OC)cc12 | -16%
COc1ccc(Oc2ncc3nc(C)c(=O)n(-c4ccc(OC)cc4)c3n2)cc1 | -1%
FC(F)(F)c1ccccc1-c1nccc(NCc2cccs2)n1 | -2%
COc1ccc(-n2c(=O)c(-c3ccc(Cl)cc3)nc3cnc(N4CCNCC4)nc32)cc1 | 3%
CCN(CC)C(=O)N[C@@H]1C[C@H]2c3cccc4[nH]cc(c34)C[C@@H]2N(C)C1 | 0%&3%[21.7 µM]
CNC(=O)[C@@H](Cc1ccccc1)N(C)C(=O)[C@@H](Cc1ccc2ccccc2c1)N(C)C(=O)/C=C/CC(C)(C)N | 3%
c1cc2c3c(c1)c1c(n3CCNC2)CCCC1 | -5%
COC(=O)CCCC1=CC2=CC(=O)C(C)(O)C(=O)C2=CO1 (centres undefined) | 8%
O=c1c(-c2ccc(Cl)cc2)nc2cnc(N3CCOCC3)nc2n1Cc1ccc(F)cc1 | 8%
CN(C)c1ccc(-c2cncnc2NCc2cccs2)cc1 | -3%
C[C@@H]1OC=C2[C@@H](O)[C@H]3O[C@H]3C(=O)[C@@]23[C@H]1[C@H]1C2=C([C@@H](O)[C@H]4O[C@@H]4C2=O)[C@@H]3O[C@@H]1C | -3%[12.9 µM]
COc1cc2c(cc1O)CCC1C2CC[C@]2(C)[C@@H](O)CC[C@@H]12 (some centres undefined) | 1%
CCC1=C2CC[C@H]3C(=O)N(CC)C(=O)[C@H]3[C@H]2[C@@]2(Cc3ccccc3)C(=O)N(CC3CC3)C(=O)N2C1=O | 6%
O=C(O)c1c2ccccc2cc2ccccc12 | -3%&4%
CC(=O)Oc1cc(-c2coc3cc(OC(C)=O)c(OC(C)=O)c(OC(C)=O)c3c2=O)cc(OC(C)=O)c1OC(C)=O | 5.6µM*
O=C(c1cccc(F)c1)N1CCC2(CCCN(Cc3cc(C(F)(F)F)cc(C(F)(F)F)c3)C2)CC1 | 0%
CN1CCN(c2ncncc2-c2ccc(C(=O)N(C)C)cc2)CC1 | 5%
COc1cccc([C@@H]2Oc3ccc(OC)cc3/C(=N/O[C@@H](C)CN3CCCc4nc(C)c(C)cc43)[C@@H]2O)c1 | -4%[12.9 µM]
COc1ccc(NC(=O)N2CCCC3(CCN(C(=O)c4cccc(F)c4)CC3)C2)cc1 | -7%
COc1cccc(Nc2ncc3ncc(=O)n(C)c3n2)c1 | -25%
O=C(/C=C/c1ccccc1)c1ccc(O[C@H]2OC(CO)C(O)C(O)C2O)cc1O (some centres undefined) | -1%
COC(=O)[C@@H]1C[C@H]2CC[C@H](O)C[C@H]2N1Cc1ccc(N2CCOCC2)cc1 | -11%
C[C@@]1(C(=O)O)NCCc2cc(O)c(O)cc21 | 13µM*
COC(=O)[C@]1(C)CC[C@@]2(C)CC[C@@]3(C)C4=CCc5c(cc(O)c(O)c5C)[C@]4(C)CC[C@@]3(C)C2C1 (some centres undefined) | -17%
COc1cc2nc3c(c([Si](C)(C)C(C)(C)C)c2cc1OC)Cn1c-3cccc1=O | u
COc1ccc(-c2coc3c(OC)c(OC)cc(O)c3c2=O)cc1 | -14%
COc1ccc(-n2c(=O)c(CCc3ccccc3)nc3cncnc32)cc1 | 2%
CC1C(=O)N(C)C(=O)c2nc[nH]c21 (centres undefined) | 1%
O=C1CCCC=C1[C@@H](O)COCc1ccccc1 | -2%[12.9 µM]
N#Cc1ccc(CS(=O)(=O)c2nnnn2C2CCCCC2)cc1 | 2%
CN1CCN(c2ncc3nc(-c4ccc(F)cc4)c(=O)n(C4CC4)c3n2)CC1 | -28%
COC(=O)[C@@H]1C=C[C@H](C)[C@H](CCOc2ccccc2)O1 | 7%
COc1ccc2c(=O)c(CC(=O)O)coc2c1 | 10%
C/C=C/OC(=O)NC(c1ccccc1)[C@@]1(C(=O)OC)CCCC1=O (some centres undefined) | -1%[12.9 µM]
Cc1cccc(CNc2ccnc(-c3cccnc3)n2)c1 | -11%
CCCCCCC(C)(C)c1ccc([C@@H]2C[C@H](O)CC[C@@H]2CCCO)c(O)c1 | -12%
COC(=O)c1ccc(C(NC(=O)OCc2ccccc2)/C(=C/[C@@H](C)C(=O)NCCF)c2cccnc2)cc1 (some centres undefined) | 4%
COc1cccc(Cn2c(=O)cnc3cnc(Nc4ccccc4)nc32)c1 | 3%
COc1ccc(-c2nc3cnc(OC)nc3n(C3CC3)c2=O)cc1 | 4%
COc1ccc(NC(=O)N2CCCC3(CCN(C(=O)c4cccn4C)CC3)C2)cc1 | -3%
